Bioassay records: PubChem, NCI
Growth percent in the NCI-60 one-dose screen (48 h, 10 µM unless noted): 100 = growth as untreated, 0 = no growth, -100 = all killed.
HT29 – HT29 colon cancer. actives 7.4% (n = 81,000). AID 1794748
SNB-75 – SNB-75 CNS cancer; AID 1794750; actives 5% (n = 79,000)
COLO 205 – COLO 205 colon cancer | actives 7.3% (n = 79,000) | AID 1794742
KM12 – KM12 colon cancer cells | actives 5% (n = 82,000)
HCC-2998 – HCC-2998 colon cancer. actives 4.7% (n = 79,000)
HCT-15 – HCT-15 colon cancer | actives 5.2% (n = 82,000)
HCT-116 – HCT-116 colon cancer. actives 7.3% (n = 82,000). AID 1794798
A498 – A498 renal cancer cells; actives 5.4% (n = 76,000); AID 1794774
SW-620 – SW-620 colon cancer; actives 5.2% (n = 82,000); AID 1794795
The depositor's hits bear a star; x = no result given; & = joins results of further samples. How the source made its calls: active means growth percent below 10; inactive means the rest.

SMILES	HT29	SNB-75	COLO 205	KM12	HCC-2998	HCT-15	HCT-116	A498	SW-620
CCCCOC(=O)c1ccc(NC(=O)C(C)N(CC)CC)cc1 (configuration not stated)	91	81	100	106	95	95	97	63	91
CC1NC(=O)C(C)NC1=O (configuration not stated)	108	89	131	115	114	122	100	119	101
COc1ccc(-c2c3ccccc3c(OC(C)=O)c3cc(OC)ccc23)cc1	83	92	x	95	104	96	87	91	99
N/N=C(\CCNc1ccc(S(N)(=O)=O)cc1)c1ccc2ccccc2c1	115	91	114	105	105	104	102	108	104
CC(C)(Oc1ccc(CCNC(=O)c2ccc(Cl)cc2)cc1)C(=O)O	114	90	114	116	104	105	101	108	117
O=C(Nc1c(Br)cc2c(c1Br)Cc1ccccc1-2)C(F)(F)F	111	80	115	94	110	106	92	x	92
NS(=O)(=O)c1ccc(NC(=O)N2CCN(C(=O)Cc3ccc(Cl)cc3Cl)CC2)cc1	101	83	106	104	105	105	97	99	100
COc1cc(/C=N/c2cc(C(C)(C)C)nn2-c2ccccc2)cc(OC)c1OC	100	91	119	104	107	98	88	110	96
Oc1ccc(/C=N\NC(=S)Nc2ccc(F)cc2)c(O)c1	98	103	119	78	104	88	98	89	107
O=C1NC(=O)[C@H](Cc2ccc(O)cc2)N1	112	90	100	103	95	101	104	x	105
CCNCCCn1c2c(c3ccc(Cl)cc3c1=O)C(=O)c1cc(OC)cnc1-2	-76*	19	8.8*	33	68	-58*	-96*	x	-65*
Cc1nn(-c2ccccc2)c2c1C(c1cc3c(cc1[N+](=O)[O-])OCO3)C(C#N)=C(N)O2 (configuration not stated)	116	86	123	102	111	106	97	114	106
CCN(CC)CC(C)C(O)(c1ccccc1)c1ccccc1 (configuration not stated)	94	102	105	99	108	105	96	101	115
CC(Br)C(OC(=O)c1ccccc1Cl)c1cc2c(cc1Br)OCO2 (configuration not stated)	85	67	126	89	91	87	67	88	85
CC1CCCN(S(=O)(=O)c2ncsc2-c2ccccc2)C1 (configuration not stated)	108	88	105	101	115	97	101	93	104
COc1ccc(C2CC(c3ccccc3)=NN2c2nc(C)c(C(C)=O)s2)cc1 (configuration not stated)	102	90	x	102	107	99	97	x	96
Clc1cc(Cl)c(Cl)c(Cl)c1Cl	107	103	100	98	97	93	103	101	104
CCOC1=Nn2c(CCC(=O)c3nc4ccccc4[nH]3)nnc2SC1	100	90	x	101	101	104	109	117	102
CCOC(=O)c1ccc2c(c1)nc(C)n2-c1cc(C(C)(C)C)[nH]n1	96	90	123	95	106	96	104	82	102
COc1ccc(C(=O)/C=C/c2ccc(OCc3ccc(Cl)cc3)cc2)cc1OC	87	97	117	91	101	93	90	86	103
Cc1cc2nc3c4ccccc4n(CCCN(C)C)c3nc2cc1C	-3.6*	-98*	-86*	-9.0*	-81*	-10*	3.7*	-40*	-16*
Cc1[nH]c2ncnc(Nc3ccc(NC(=O)Nc4cccc(Br)c4)c(F)c3)c2c1C	108	68	107	100	141	107	97	106	109
C#CCOc1ccc(C(Nc2ccc(F)c(Cl)c2)c2nnnn2C2CCCCC2)cc1OC (configuration not stated)	72	111	93	96	98	71	60	67	96
O=C1NC(=NC23CC4CC(CC(C4)C2)C3)N/C1=C\c1ccc2ncccc2n1	-17*	-71*	-19*	-0.7*	3.3*	-16*	18	-28*	2.7*
CC1(C)CC[C@]23CC[C@]4(C)[C@H](CC[C@@H]5[C@@]6(C)CC[C@H](OC(=O)c7ccco7)C(C)(C)[C@@H]6CC[C@]54C)[C@H]2[C@H]1OC3	111	84	107	102	129	100	105	91	105
Fc1ccc(N/N=C/c2ccc(-n3cccn3)cc2)cc1	94	99	98	80	98	83	92	119	80
CC1CCC2(C(=O)O)CCC3(C)C(=CCC4C5(C)CC(O)C(O)C(C)(CO)C5C(O)CC43C)C2C1C (configuration not stated)	110	92	112	104	x	112	103	x	107
COc1cc(-c2nn(-c3ccc(NC(=O)Nc4cccc(Cl)c4Cl)cc3)cc2-c2ccncc2)ccc1Cl	72	78	93	91	105	92	82	87	103
CCc1ccc(Oc2cn[nH]c2-c2ccc(OCCc3ccc(F)cc3)cc2O)cc1	42	79	108	85	98	74	72	105	94
Cc1ccc(S(=O)(=O)c2nc(-c3ccccc3)oc2Sc2nc3ccccc3[nH]2)cc1	84	46	93	93	109	67	52	80	94
CC1(C)CNC(=S)N1Cc1ccccc1	109	110	105	106	97	106	104	105	113
CN(C)C1=NCCN1	88	76	111	100	101	108	99	107	106
CCCCN1CCNC1=S	112	96	136	100	152	111	107	x	114
O=C(CNc1nnc(-c2cccnc2SCc2ccccc2)s1)Nc1nc(Cl)cc(Cl)n1	123	74	x	98	122	108	106	121	117
C=C(C)[C@@H]1CC[C@]2(C(=O)N[C@H](CO)Cc3ccccc3)CC[C@]3(C)[C@H](CC[C@@H]4[C@@]5(C)CCCNC(C)(C)[C@@H]5CC[C@]43C)[C@@H]12	-86*	-95*	-83*	-81*	-85*	-82*	-95*	-98*	-82*
O=C(/C=C/c1ccc(F)cc1)c1ccc(Nc2nc(NCCO)nc(N3CCOCC3)n2)cc1	43	72	x	47	87	46	24	70	60
C=C(C)[C@@H]1CCC2=C[C@@H](OC2=O)[C@]2(C)C[C@H]2C2=CC(C(=O)OC)=C(C1)O2	90	55	102	72	97	82	83	70	79
O=C1CC(=O)N(C2=NC(c3cccc([N+](=O)[O-])c3)c3sc4ccc(Cl)cc4c3N2)N1 (configuration not stated)	107	92	108	104	123	103	99	93	106
COc1cc(-c2nn(-c3ccc(C(=O)O)cc3)cc2CNc2ccc(F)cc2)ccc1O	95	72	108	90	99	80	88	x	108
O=C1NC(=O)C2C3C=CC(C3)C12 (configuration not stated)	98&103	79&87	109&116	104&119	100&104	101&105	102&95	113&114	115&114
c1ccc2c(c1)ccc1c2nnc2nnnn21	108	65	107	88	103	111	92	105	90
COc1ccc2c(c1)=C(c1sc(Nc3nnc(-c4ccc(O)cc4)s3)nc1O)C(=O)N=2	99	89	x	104	105	107	106	113	110
COc1cc(Cn2c(SC)nc3ccccc3c2=S)cc(OC)c1OC	113	74	107	94	103	92	92	156	108
Cc1cc(Cl)ccc1O/C(=C\C(=O)O)C(=O)O	112	88	111	103	99	99	99	95	105
CC(Oc1ccc(C(=O)NS(=O)(=O)C2CC2)cc1C(F)(F)F)c1ccc(Oc2ccccc2)cn1 (configuration not stated)	114	72	120	80	102	53	81	93	72
Cc1c(Cl)cccc1NC=O	109	102	118	114	103	112	108	x	x
COc1cc2cn3c4cccnc4nc(N)c3c2cc1OC	103	99	x	92	111	96	92	87	97
O=C(Nc1cccc(NC(=O)c2ccccn2)c1)c1ccc(Cl)c(Cl)c1	94	93	109	104	91	95	91	96	97
C=C1c2c(C)nn(-c3ccc(C#CCOC4OC(CO)C(O)C(O)C4O)cc3)c2N(C)C23C[C@H]1C1(C)c4c(C)nn(-c5ccc(C#CCOC6OC(CO)C(O)C(O)C6O)cc5)c4N(C)C(C)(C[C@H]12)C3 (some centres not stated)	8.0*	6.0*	8.5*	-23*	-3.0*	22	0.9*	4.4*	12
COc1ccc2nc(-c3ccc(OC)c(OC)c3)cc(-c3nnc(SCC(=O)Nc4ccc(/C(C)=N\O)cc4)n3-c3ccccc3)c2c1	89	77	112	76	101	76	x	78	90
O=C(Nc1ccccc1)c1sc(-c2ccccc2)cc1O	107	83	113	85	101	97	96	95	102
N=C(N)N=Nc1cc(O)c(NN=C(N)N)cc1O	108	87	112	93	107	108	107	x	101
COCCc1ccc(OCC(O)CNC(C)C)cc1 (configuration not stated)	99	90	106	105	102	102	101	103	105
Cc1c(C)c2c(c(C)c1NC(=O)c1ccccc1C(=O)O)CCC(C)(CCCC(C)CCCC(C)CCCC(C)C)O2 (configuration not stated)	41	86	91	59	84	30	32	122	60
CC[N+](C)(C)CCOc1nc2c(c(=O)n(C)c(=O)n2C)n1C	98	81	99	105	102	103	93	86	101
COc1c2ccoc2c(OC)c2oc(=O)ccc12	102	74	122	112	106	26	111	98	106
CN(C)Cc1ncccc1O	108	79	x	110	101	104	105	113	104
COc1ccc(/C=C/C(=O)N2CCOCC2)cc1OC1CCCC1	109	95	x	105	127	103	86	x	103
Nc1nn(-c2ccccc2)c2nc(=S)[nH]c(-c3ccc(Cl)cc3Cl)c12	110	73	119	100	109	100	95	101	97
Cc1cnc(C(=O)O)c[n+]1[O-]	103	66	115	117	110	96	110	135	104

Some of these compounds in order of count of non-hydrogen atoms, falling:
SMILES	HT29	SNB-75	COLO 205	KM12	HCC-2998	HCT-15	HCT-116	A498	SW-620
C=C1c2c(C)nn(-c3ccc(C#CCOC4OC(CO)C(O)C(O)C4O)cc3)c2N(C)C23C[C@H]1C1(C)c4c(C)nn(-c5ccc(C#CCOC6OC(CO)C(O)C(O)C6O)cc5)c4N(C)C(C)(C[C@H]12)C3 (some centres not stated)	8.0*	6.0*	8.5*	-23*	-3.0*	22	0.9*	4.4*	12
Cc1c(C)c2c(c(C)c1NC(=O)c1ccccc1C(=O)O)CCC(C)(CCCC(C)CCCC(C)CCCC(C)C)O2 (configuration not stated)	41	86	91	59	84	30	32	122	60
CC(Oc1ccc(C(=O)NS(=O)(=O)C2CC2)cc1C(F)(F)F)c1ccc(Oc2ccccc2)cn1 (configuration not stated)	114	72	120	80	102	53	81	93	72
O=C(Nc1cccc(NC(=O)c2ccccn2)c1)c1ccc(Cl)c(Cl)c1	94	93	109	104	91	95	91	96	97
Nc1nn(-c2ccccc2)c2nc(=S)[nH]c(-c3ccc(Cl)cc3Cl)c12	110	73	119	100	109	100	95	101	97
COc1ccc(/C=C/C(=O)N2CCOCC2)cc1OC1CCCC1	109	95	x	105	127	103	86	x	103
COc1cc2cn3c4cccnc4nc(N)c3c2cc1OC	103	99	x	92	111	96	92	87	97
O=C(Nc1ccccc1)c1sc(-c2ccccc2)cc1O	107	83	113	85	101	97	96	95	102
N=C(N)N=Nc1cc(O)c(NN=C(N)N)cc1O	108	87	112	93	107	108	107	x	101
Cc1cc(Cl)ccc1O/C(=C\C(=O)O)C(=O)O	112	88	111	103	99	99	99	95	105
Cc1cnc(C(=O)O)c[n+]1[O-]	103	66	115	117	110	96	110	135	104

(next part)
SMILES	HT29	SNB-75	COLO 205	KM12	HCC-2998	HCT-15	HCT-116	A498	SW-620
O=C(CSc1nnc(-c2cccs2)n1-c1ccccc1)Nc1ccc(Cl)cc1	103	107	111	96	120	98	98	96	94
O=C1NC(=NCCCO)S/C1=C\c1cccs1	112	93	110	110	104	101	107	100	102
Nc1ncnc(Cl)c1[N+](=O)[O-]	x	97	101	99	87	95	95	103	95
COc1cc2oc(-c3ccc(NC(=O)c4ccc(C)cc4)cc3)cc(=O)c2c(OC)c1OC	91	104	x	98	101	87	92	94	96
CCC1CCc2nc3sc(C(=O)Nc4ccccc4C)c(N)c3cc2C1 (configuration not stated)	7.0*	26	17	30	62	26	25	33	27
CCOC(=O)CC1CSC(Nc2ccc(C)cc2)=N1 (configuration not stated)	98	85	107	100	114	101	97	105	112
O=C(CSc1nc2ccccc2c(=O)n1-c1ccccc1)c1cc2c(ccc3ccccc32)oc1=O	95	83	84	96	99	97	92	98	105
Brc1cc2c(c3ccccc13)N1O[C@@H](C2)C[C@H]1c1ccco1	x	83	114	93	103	106	85	71	93
COc1ccc(/C(O)=C/c2nc3nonc3nc2-c2ccc(OC)cc2)cc1	101	74	102	84	104	94	96	88	98
Nc1c(C(=O)Nc2ccccc2F)sc2nc3c(cc12)CCCC3	11	38	13	28	58	29	24	-0.4*	25
COc1cc(C2CC(=O)Nc3c2ccc2ccccc32)cc(Br)c1OC (configuration not stated)	-6.3*	-19*	-58*	16	x	28	11	7.9*	20
COc1cc(/C=C/C(=O)c2cccc(OCC(=O)O)c2)cc(OC)c1OC	118	127	110	109	107	102	101	x	103
CC1=N/C(=C\c2ccc(Br)cc2)C(=O)O1	106	84	102	97	121	102	101	87	97
COc1cc(OC)c2c(c1Cl)O[C@]1(C2=O)C(OCc2ccccc2)=CC(=O)C[C@H]1C	7.6*	24	-33*	7.9*	-5.1*	16	7.8*	-0.9*	20
O=C(/C=N/Nc1ccccc1)c1ccccc1	101	68	107	79	94	81	91	90	86
CN(C)CCC(=O)c1ccc2c(c1)CCCC2	94	97	x	103	96	99	99	101	104
COc1cc(/C=C2\C(=O)Nc3ccccc32)ccc1OCc1ccc(Cl)cc1	109	104	116	100	123	94	87	115	97
CC(C)CSc1nc(-c2ccc(F)cc2)c(C#N)c(N(CCO)CCO)n1	101	85	104	95	108	92	96	x	97
C#CCOC(=O)c1cc2c3ccccc3oc(=O)c2c2nc3ccccc3n12	112	80	x	101	100	97	95	x	95
O=C(CSc1nnc(-c2ccc(Cl)cc2)n1-c1ccccc1)Nc1cccc(F)c1	48	-14*	80	53	60	68	-14*	58	31
CC1=C(C#N)c2nc3ccccc3c(=O)n2[C@]1(C)O	118	78	121	98	109	96	99	98	100
CCN(CCOC(=O)Nc1ccc(Cl)cc1)C(=O)Nc1ccc(Cl)cc1	75	95	111	89	97	82	82	78	93
C=C1CC[C@@H]2[C@]3(C)COC(c4ccccc4)O[C@@H]3CC[C@@]2(C)[C@@H]1CC(O)C1=CCOC1=O (some centres not stated)	96	99	116	103	107	89	83	103	105
CC1(c2ccccc2F)NC(=O)NC1=O (configuration not stated)	x	x	118	107	116	105	112	90	103
O=C(Cn1nnnc1-c1ccn(-c2ccc(Br)cc2)n1)c1cc2ccccc2oc1=O	104	87	104	92	83	87	74	57	x
CCNC(=O)C#Cc1ccc2c(C(=Nc3ccc(CN(C)C)cc3)c3ccccc3)c(O)[nH]c2c1	-40*	3.2*	-41*	6.1*	-17*	28	-16*	-40*	0.4*

Random draw from the library; about 12% have a hit in one of these screens.
